FadD28 FP inh – inhibitors of Mycobacterium tuberculosis FadD28 bisubstrate binding. FadD28 bisubstrate probe binding, fluorescence polarization. inhibition, % at 12.5 µM. actives 0.22% (n = 360,000). AID 588549; in the data active = inhibition above about 8.5%, passing the limit was not always enough; inconclusive = no clear call, values can overlap the other calls
GDH-TPI counter – GDH-TPI coupled enzyme inhibition counter-screen | inhibition, % at 4.8 µM | GDH-TPI coupled enzyme counterscreen, NADH absorbance | AID 588335 | actives 1.2% (n = 360,000);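 note: 0% = DMSO wells and 100% = wells lacking the enzyme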
BoNT F protease – BoNT F light chain protease inhibition; Multiplex microsphere protease cleavage assay, flow cytometry; inhibition, % at 10 µM; actives 0.22% (n = 360,000); AID 588497; in the data active = inhibition above about 35%, passing the limit was not always enough; inconclusive = no clear call, values can overlap the other calls; note: plate controls were buffer without enzyme for full effect and enzyme alone for no effect
CCHF vOTU inh – CCHFV vOTU protease inhibition; Pep-AMC fluorescence; AID 651958; inhibition, % at 11.5 µM; actives 0.55% (n = 370,000); note: 0% = vehicle wells with enzyme and 100% = no enzyme wells
MazEF act – activators of E. coli MazEF toxin-antitoxin RNase; P0AE70; FAM/BHQ RNA-DNA oligo cleavage fluorescence, 5 h; activation, % at 20 µM; actives 0.32% (n = 350,000); in the data active = activation above about 50%
Target sequence (P0AE70 whole entry, looked up): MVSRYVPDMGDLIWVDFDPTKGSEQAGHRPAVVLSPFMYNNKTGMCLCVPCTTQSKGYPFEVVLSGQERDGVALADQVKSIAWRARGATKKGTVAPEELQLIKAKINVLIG
DUSP3 inh – DUSP3 (human) phosphatase inhibition; actives 0.52% (n = 290,000); recombinant VHR phosphatase, pNPP absorbance; inhibition, % at 13.3 µM; in the data active = inhibition above about 50%; note: some compounds called inactive have numbers as strong as hits
Rv3671c protease – Rv3671c (M. tuberculosis) protease inhibition; actives 0.048% (n = 320,000); inhibition, % at 5.96 µM; in the data active = inhibition above about 38%;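 note: extracellular domain of Rv3671c used as enzyme; 0% = enzyme with DMSO and 100% = no enzyme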
Mtb BioA inh – inhibitors of Mycobacterium tuberculosis BioA enzyme; purified M. tuberculosis BioA enzyme, plate reader; inhibition, % at 9.99 µM; actives 0.096% (n = 360,000); AID 602481; in the data active = inhibition above about 40%; inconclusive = no clear call, values can overlap the other calls
Mtb UGM inh – Mtb UDP-galactopyranose mutase inhibition; P9WIQ1; purified UGM, fluorescence polarization probe displacement; inhibition, % at 10 µM; actives 0.06% (n = 320,000); AID 504406; in the data active = inhibition above about 10%, passing the limit was not always enough; inconclusive = no clear call, values can overlap the other calls
Target sequence (P9WIQ1 whole entry, looked up): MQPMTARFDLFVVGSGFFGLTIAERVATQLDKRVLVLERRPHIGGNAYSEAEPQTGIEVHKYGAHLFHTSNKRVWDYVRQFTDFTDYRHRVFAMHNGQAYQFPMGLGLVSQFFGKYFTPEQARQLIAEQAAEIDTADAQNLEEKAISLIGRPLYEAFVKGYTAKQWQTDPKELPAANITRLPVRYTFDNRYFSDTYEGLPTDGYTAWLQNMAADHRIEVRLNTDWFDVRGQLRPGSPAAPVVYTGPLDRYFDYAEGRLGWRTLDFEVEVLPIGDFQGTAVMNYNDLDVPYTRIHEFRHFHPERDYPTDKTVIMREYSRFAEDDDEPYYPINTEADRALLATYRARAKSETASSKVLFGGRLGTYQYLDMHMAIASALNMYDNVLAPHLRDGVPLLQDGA
FBA Mtb inh – inhibitors of M. tuberculosis fructose-bisphosphate aldolase | P9WQA3 | AID 588726 | inhibition, % at 1 µM | purified M. tuberculosis FBA, fluorescence read-out | actives 2.3% (n = 360,000); in the data active = inhibition above about 27%;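 note: 0% = vehicle and 100% = reference inhibitor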
Target sequence (P9WQA3 whole entry, looked up): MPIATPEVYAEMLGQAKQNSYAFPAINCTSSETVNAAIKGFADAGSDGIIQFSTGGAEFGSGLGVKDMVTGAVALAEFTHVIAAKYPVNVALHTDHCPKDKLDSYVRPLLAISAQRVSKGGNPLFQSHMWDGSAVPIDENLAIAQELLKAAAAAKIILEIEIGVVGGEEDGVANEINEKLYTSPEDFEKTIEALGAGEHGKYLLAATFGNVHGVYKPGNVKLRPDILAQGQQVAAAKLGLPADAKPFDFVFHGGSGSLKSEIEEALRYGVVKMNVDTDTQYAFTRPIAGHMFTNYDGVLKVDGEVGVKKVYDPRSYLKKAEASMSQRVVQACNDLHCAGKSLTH
* marks the source's active call; other numbers are inactive results; ? = inconclusive; · = not tested or not shown; + = active, no number. Cut-off read from the data, not from the text of the source, unless noted: active = inhibition above about 30%; inactive = the rest. Rows are unselected. About 4.9% of those tested had a hit in this group.

SMILES | FadD28 FP inh | GDH-TPI counter | BoNT F protease | CCHF vOTU inh | MazEF act | DUSP3 inh | Rv3671c protease | Mtb BioA inh | Mtb UGM inh | FBA Mtb inh
COc1ccc(CCNC(=O)c2ccc3nc(-c4ccco4)c(-c4ccco4)nc3c2)cc1OC | 4.6 | 15 | 3 | · | 3 | 41 | -1 | 0.6 | -0.9 | 0
Cc1cccc(NC(=O)c2nc[nH]c2C(=O)N[C@@H](C)c2ccccc2)c1 | -4.7 | 3 | -7 | 11 | -5 | · | -24 | -0.1 | -0.6 | 1
O=C(Oc1c(CN2CCOCC2)cc(Cl)c2cccnc12)c1ccc(F)cc1 | -4.4 | 2 | 0 | 20 | -1 | -14 | 18 | 0.8 | -2.5 | -6
O=C(NCCCN1CCOCC1)c1ccc(Sc2ccc(F)cc2)c([N+](=O)[O-])c1 | -4.1 | 12 | -4 | -18 | 11 | -2 | 4 | · | -0.8 | -1
O=C(NC1CCCCC1)C(c1ccncc1)N(C(=O)c1csnn1)c1ccc(F)cc1 (stereo not drawn) | -1.9 | 1 | -1 | 2 | 5 | 21 | -1 | 2.4 | -2.7 | 1
O=C(CSc1nnc(-c2cccc(S(=O)(=O)N3CCCC3)c2)n1-c1ccccc1)Nc1cccc(C(=O)O)c1 | -5.2 | -6 | -7 | -6 | -18 | 19 | 2 | -0.2 | -0.2 | 18
CC(C)/C=C1\CC/C(=C\c2ccc(N(C)C)cc2)C1=O | -1.0 | 7 | 9 | -11 | 419* | 0 | -23 | · | · | -7
CCN(CC)S(=O)(=O)c1ccc(Br)c(OC)c1 | -1.9 | 6 | -4 | -1 | 0 | 5 | -1 | 17 | 3.4 | 2
CCS(=O)(=O)Nc1cccc(C2=NN(S(C)(=O)=O)C(c3ccccc3)C2)c1 (stereo not drawn) | -8.2 | -7 | 8 | -19 | 7 | 29 | -2 | · | 1.2 | 0
COc1cc(C(=O)N2CCN(c3cc(Cl)ccc3Cl)CC2)cc(OC)c1OC | 0.7 | 1 | 0 | -11 | -13 | 12 | 8 | 12 | -2.3 | 2
O=C(CSc1nnc(-c2ccncc2)n1-c1ccccc1)NC1CC1 | 0.8 | 3 | -4 | -7 | 4 | 16 | -8 | -0.1 | 3.0 | -1
CCOC(=O)C1CCN(C(=O)COC(=O)Cc2ccc(Cl)cc2)CC1 | -4.4 | -6 | -1 | -15 | 0 | 10 | -3 | -0.4 | 0.0 | -3
O=S(=O)(Nc1ccc(-c2ccc3nncn3n2)cc1)c1ccccc1F | -2.4 | 8 | · | -2 | 3 | · | 6 | -0.3 | 4.5 | 1
CCOC(=O)c1cc2c(=O)n3ccccc3nc2n(Cc2ccc(Cl)cc2)c1=N | -1.4 | 5 | -4 | -12 | + | · | · | · | · | 20
COC(=O)CN1C(=O)NC2(CCCc3ccccc32)C1=O (stereo not drawn) | -0.5 | -1 | -16 | 3 | 0 | · | 2 | -3.0 | 1.3 | 0
Cc1cc(C)c(C)c(S(=O)(=O)N2CCC(C(=O)OCC(=O)NC3CCS(=O)(=O)C3)CC2)c1C (stereo not drawn) | -1.1 | 9 | 7 | -11 | 4 | · | 10 | -3.1 | -0.1 | 1
COc1ccc(Nc2nnc(Cc3ccccc3)c(=O)[nH]2)c(OC)c1 | -0.5 | 14 | 8 | -12 | 6 | 12 | -5 | 0.3 | 1.5 | -6
O=C(COC(=O)c1cc(-c2cccs2)nc2ccccc12)NC1CCS(=O)(=O)C1 (stereo not drawn) | -2.9 | 15 | 7 | -101 | -2 | 3 | -11 | · | 0.8 | 48*
Cc1cc(C)n(CC(C)O)c(=O)c1C#N (stereo not drawn) | -4.0 | 12 | 4 | -6 | 0 | 16 | 6 | 0.0 | 3.1 | -3
c1nc(N2CCC3(CC2)OCCO3)c2[nH]cnc2n1 | -0.2 | -1 | -4 | 1 | 2 | -17 | -6 | -0.1 | -2.1 | -2
CC(C)[C@@H](C(=O)N[C@@H](Cc1ccccc1)C(=O)O)N1C(=O)N2CCc3c([nH]c4ccccc34)[C@@]2(C)C1=O | -1.0 | 0 | 3 | 2 | 6 | 25 | -6 | 0.2 | -1.4 | 3
CCc1nnc(NS(=O)(=O)c2ccc(NC(=O)c3ccc([N+](=O)[O-])s3)cc2)s1 | 0.7 | 25 | -4 | 35* | -6 | · | · | 22 | · | -2
COc1cccc(C(=O)NCCCn2ccnc2)c1 | -0.6 | 0 | 4 | 4 | 2 | 5 | 1 | · | 0.6 | 0
COc1cc(CN2CCNCC2)cc(OC)c1OC | 1.8 | 8 | · | -3 | -1 | -6 | 1 | -0.2 | 0.0 | -1
O=C(CSc1nnnn1C1CC1)Nc1ccc(S(=O)(=O)N2CCOCC2)cc1 | -3.2 | -2 | · | 10 | 3 | · | 3 | -1.0 | 0.6 | 2
CC(C)(C)[C@]1(O)C[C@@H]2OC(=O)C[C@@]23C(=O)O[C@@H]2OC(=O)[C@@H](O)C213 (stereo partly drawn) | -1.6 | 11 | -4 | 1 | 4 | · | 1 | -1.1 | -1.6 | 6
CCOc1ccc(-c2csc(NC(=O)c3ccc(S(=O)(=O)N4CCc5ccccc5C4)cc3)n2)cc1 | -1.3 | -1 | -8 | 5 | -39 | 11 | -8 | · | -2.6 | 0
Cc1ccc(C)c(NS(=O)(=O)c2ccc(OCC(=O)NCc3ccccn3)cc2)c1 | -5.0 | 1 | -3 | 6 | -12 | 1 | -5 | 1.8 | -1.5 | 1
CC(=O)NCc1ccc(S(=O)(=O)N/N=C/c2ccccc2)cc1 | 0.3 | 0 | 0 | 0 | -5 | -1 | -6 | · | 1.7 | 2
O=C(CNCc1ccccc1)NCCCN1CCCC1=O | · | 7 | ? | 3 | -8 | 22 | -1 | -0.9 | 0.1 | 0
O=C(Cc1ccc(Br)cc1)OCC(=O)N1CCCCCC1 | -2.6 | -2 | 1 | 6 | 1 | · | -4 | · | 1.6 | -1
COc1ccc(NC(=O)NCCc2ccc(Cl)cc2)cc1OC | -1.3 | -5 | -2 | -6 | -1 | 7 | 1 | · | -4.3 | 2
NC(=NCCc1c[nH]c2ccccc12)NC(=O)c1ccc(Cl)cc1 | -3.8 | 8 | -10 | 23 | -22 | -14 | 0 | 2.6 | -3.2 | -5
O=C(CSc1nc2ccccc2c(=O)n1-c1ccc(F)cc1)NC1CCS(=O)(=O)C1 (stereo not drawn) | -1.4 | 7 | ? | 3 | -1 | · | · | 19 | · | 1
COc1cc(CO)cc(-c2cc(CO)cc(OC)c2OC)c1OC | -1.9 | -2 | 0 | -3 | -8 | -13 | 0 | -0.4 | 3.2 | -1
CCCCCCCN1C2=NCCCN2c2ccccc21 | -1.6 | -1 | -3 | 6 | 926* | 19 | 4 | -1.1 | 2.2 | -4
O=Cc1cnc(N2CCN(c3ccccc3)CC2)s1 | -1.4 | 20 | -8 | -1 | -37 | -11 | -3 | · | 0.6 | 4
CC(C)C[C@@H](CN)NC(=O)c1nc[nH]c1C(=O)N[C@@H](C)C(=O)CNC[C@H](C)NC(=O)c1nc[nH]c1C(=O)N[C@@H](Cc1ccccc1)C(=O)O | -2.6 | -3 | -11 | 5 | 11 | · | · | -0.2 | · | -1
Cc1ccc(S(=O)(=O)Oc2ccccc2/C=N/Nc2ccc(C(=O)O)cc2)cc1 | 9.1* | 51* | 2 | 19 | 5 | 30 | 5 | -0.8 | 0.6 | 12
O=C(CN1C(=O)C2CC=CCC2C1=O)OCCN1C(=O)c2ccccc2C1=O (stereo not drawn) | -1.7 | 9 | 14 | -9 | -1 | 29 | -15 | -1.0 | -0.6 | 2
CCC/C=N/NC(=O)c1ccc(F)cc1 | 0.5 | -1 | -2 | 0 | 2 | 3 | 3 | · | -0.5 | 0
CCOC(=O)c1cnc(Nc2nc3ccccc3o2)nc1CN1CCN(C)CC1 | -2.0 | 13 | -15 | 4 | 9 | 5 | · | -1.4 | · | -3
O=C(N/N=C/c1sc(N2CCCCC2)nc1-c1cccs1)C1CC1 | -0.2 | 10 | -14 | 2 | -13 | 17 | 0 | · | 0.2 | 3
COc1ccc(-c2c(C)n([O-])c3c([n+]2=O)CCCCC3)cc1 | -1.9 | 12 | -2 | 4 | 5 | -7 | -5 | · | 2.0 | 0
CC(C(=O)c1c[nH]c2ccccc12)N1CCOCC1 (stereo not drawn) | -2.5 | -3 | 1 | -2 | -2 | 8 | -2 | · | -1.3 | 1
CCOC(=O)c1ccc(OCCOc2cccc(C)c2)cc1 | -4.2 | -10 | ? | 11 | -2 | 11 | -5 | 0.9 | -0.4 | -1
Cc1ccc(NC2=C(Cl)C(=O)OC2OC(=O)c2ccccc2C)cc1 (stereo not drawn) | -30 | 4 | -2 | 17 | -2 | 16 | · | · | · | -4
CC(=O)Nc1cccc(NC(=O)CSc2nc(=O)n(CCCN3CCOCC3)c3c2CCC3)c1 | -1.1 | 7 | 12 | -2 | 3 | · | 5 | 1.0 | -0.4 | 1

Some of the entries above, reformatted:
canonical_smiles	FadD28 FP inh	GDH-TPI counter	BoNT F protease	CCHF vOTU inh	MazEF act	DUSP3 inh	Rv3671c protease	Mtb BioA inh	Mtb UGM inh	FBA Mtb inh
O=Cc1cnc(N2CCN(c3ccccc3)CC2)s1	-1.4	20	-8	-1	-37	-11	-3	·	0.6	4
CC(C)C[C@@H](CN)NC(=O)c1nc[nH]c1C(=O)N[C@@H](C)C(=O)CNC[C@H](C)NC(=O)c1nc[nH]c1C(=O)N[C@@H](Cc1ccccc1)C(=O)O	-2.6	-3	-11	5	11	·	·	-0.2	·	-1
Cc1ccc(S(=O)(=O)Oc2ccccc2/C=N/Nc2ccc(C(=O)O)cc2)cc1	9.1*	51*	2	19	5	30	5	-0.8	0.6	12
O=C(CN1C(=O)C2CC=CCC2C1=O)OCCN1C(=O)c2ccccc2C1=O (stereo not drawn)	-1.7	9	14	-9	-1	29	-15	-1.0	-0.6	2
CCC/C=N/NC(=O)c1ccc(F)cc1	0.5	-1	-2	0	2	3	3	·	-0.5	0
CCOC(=O)c1cnc(Nc2nc3ccccc3o2)nc1CN1CCN(C)CC1	-2.0	13	-15	4	9	5	·	-1.4	·	-3
O=C(N/N=C/c1sc(N2CCCCC2)nc1-c1cccs1)C1CC1	-0.2	10	-14	2	-13	17	0	·	0.2	3
COc1ccc(-c2c(C)n([O-])c3c([n+]2=O)CCCCC3)cc1	-1.9	12	-2	4	5	-7	-5	·	2.0	0
CC(C(=O)c1c[nH]c2ccccc12)N1CCOCC1 (stereo not drawn)	-2.5	-3	1	-2	-2	8	-2	·	-1.3	1

New compounds follow
SMILES | FadD28 FP inh | GDH-TPI counter | BoNT F protease | CCHF vOTU inh | MazEF act | DUSP3 inh | Rv3671c protease | Mtb BioA inh | Mtb UGM inh | FBA Mtb inh
O=C1CCCCC1Sc1nnc(Nc2ccccc2)s1 (stereo not drawn) | -3.9 | -8 | -7 | 9 | 2 | -6 | 0 | -0.6 | -0.6 | -5
C/C(=N\NC(=O)c1c(Br)c(C)nn1C)c1cccc(NC(=O)c2ccccc2F)c1 | -0.4 | 3 | 5 | -1 | 3 | 12 | -19 | · | 0.7 | 2
CCCCNC(=O)COC(=O)c1cc(Br)ccc1Cl | -2.7 | -4 | -1 | 2 | -9 | 13 | 4 | · | -1.5 | -5
C=C(C)C(=O)N1CC2(CC(c3cccc(NC(=O)/C=C\C)c3)=NO2)C[C@H]1C(N)=O (stereo partly drawn) | -3.2 | -2 | -1 | 0 | 2 | 7 | 12 | -0.7 | 2.9 | 1

From PubChem BioAssay
